TRPC4 inh: inhibitors of mouse TRPC4 channel, primary screen, Fluo4 calcium, HEK293 TRPC4beta/mu-opioid cells; Short transient receptor potential channel 4 (Mus musculus), Q9QUQ5; DAMGO-evoked Fluo4 calcium flux; stronger effect = lower value; B-score at 10 µM; hit rate 0.39% among 300,000; AID 2247, 2010;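 active = B-score over 3 SD under the library average, no early fluorescence shift, positive overall ratio signal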
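Assay system: Stable TRPC4beta/mu-opioid receptor HEK293 cells | Reagent: DAMGO in two steps, submaximal then maximal | Compound dosing: Single concentration per test compound | Signal: Fluo4 Ca2+ flux fluorescence | Evaluation: Per-well B score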
TRPC4 agonist: activators of mouse TRPC4 channel, primary screen, Fluo4 calcium, HEK293 TRPC4beta/mu-opioid cells; Fluo4 calcium fluorescence; stronger effect = higher value; B-score at 10 µM; hit rate 0.49% among 310,000; AID 2237, 2010;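 active = B-score above 5 SD of library B-scores, and initial fluorescence ratio not above library mean plus 5 SD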;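 note: positive B-score marks a calcium rise read as TRPC4 activation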
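Material: HEK293 stable line with TRPC4beta plus mu-opioid receptor; technique: Fluo4 calcium-sensitive dye fluorescence, kinetic, 1 Hz baseline; timing: Fluo4 dye loading 45 min at room temperature, 110 s recording; controls: assay buffer as low control, maximal DAMGO as high control; read-out: integrated baseline-normalised fluorescence ratio, converted to per-well B score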
SKKanGAS inh: S. pyogenes SKKanGAS growth inhibitors in kanamycin, primary screen, streptokinase expression inhibitor project, SKKanGAS strain, BacTiter-Glo luminescence. 6 h. inhibition, % at 7.5 µM. hit rate 1.3% among 300,000;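 active = mean replicate score, as percent of positive control median, at least 50; inconclusive = mean below 50 but one replicate at or above 50; inactive = mean and every replicate below 50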;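 note: strain carries kanamycin resistance gene driven by streptokinase promoter and grows in 40 µg/ml kanamycin; loss of luminescence reflects streptokinase promoter inhibition or plain growth inhibition; 0% = median of DMSO wells and 100% = positive control at its reference dose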
KLF5 inhibitor: KLF5 expression inhibitors, primary screen, DLD-1 cells, luminescence; DLD-1 KLF5 promoter-luciferase reporter; inhibition, % at 5 µM; hit rate 0.23% among 290,000; AID 1700, 2009;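 active = inhibition above a per-plate limit of that plate's mean compound inhibition plus 3 SD, cut at about 60% in these data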;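 note: 0% = DMSO wells and 100% = LY294002 at 200 µM; higher means less KLF5 promoter-driven luciferase light; inactives centre near -14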
TRPC4 PAM: positive allosteric modulators of TRPC4, primary screen, cell-based, mouse TRPC4beta, HEK293 mu-opioid, Fluo-4 calcium. Short transient receptor potential channel 4 (Mus musculus), Q9QUQ5. DAMGO EC20, Fluo-4 Ca2+ flux; stronger effect = higher value. B-score at 10 µM. hit rate 0.42% among 310,000. AID 2227, 2009;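 active = B-score of calcium response area above 5 SD of library B-scores, with initial fluorescence ratio within 5 SD of library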;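 note: B-score of integrated fluorescence ratio over time as area under calcium response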
TRPC6 inhibitor: mouse TRPC6 channel inhibitors, primary screen, cell-based, HEK293, membrane potential dye | B-score at 10 µM | ACh-evoked depolarization; stronger effect = lower value | hit rate 1.1% among 310,000 | Short transient receptor potential channel 6 (Mus musculus), Q61143 | AID 2553, 2010;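 active = B-score under library mean minus 3 SD, initial fluorescence not abnormally high, positive integrated signal ratio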;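 note: B-score derived from integrated fluorescence ratio over the kinetic read; more negative B-score means stronger inhibition of depolarization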
Target sequence (Q61143 whole entry, looked up): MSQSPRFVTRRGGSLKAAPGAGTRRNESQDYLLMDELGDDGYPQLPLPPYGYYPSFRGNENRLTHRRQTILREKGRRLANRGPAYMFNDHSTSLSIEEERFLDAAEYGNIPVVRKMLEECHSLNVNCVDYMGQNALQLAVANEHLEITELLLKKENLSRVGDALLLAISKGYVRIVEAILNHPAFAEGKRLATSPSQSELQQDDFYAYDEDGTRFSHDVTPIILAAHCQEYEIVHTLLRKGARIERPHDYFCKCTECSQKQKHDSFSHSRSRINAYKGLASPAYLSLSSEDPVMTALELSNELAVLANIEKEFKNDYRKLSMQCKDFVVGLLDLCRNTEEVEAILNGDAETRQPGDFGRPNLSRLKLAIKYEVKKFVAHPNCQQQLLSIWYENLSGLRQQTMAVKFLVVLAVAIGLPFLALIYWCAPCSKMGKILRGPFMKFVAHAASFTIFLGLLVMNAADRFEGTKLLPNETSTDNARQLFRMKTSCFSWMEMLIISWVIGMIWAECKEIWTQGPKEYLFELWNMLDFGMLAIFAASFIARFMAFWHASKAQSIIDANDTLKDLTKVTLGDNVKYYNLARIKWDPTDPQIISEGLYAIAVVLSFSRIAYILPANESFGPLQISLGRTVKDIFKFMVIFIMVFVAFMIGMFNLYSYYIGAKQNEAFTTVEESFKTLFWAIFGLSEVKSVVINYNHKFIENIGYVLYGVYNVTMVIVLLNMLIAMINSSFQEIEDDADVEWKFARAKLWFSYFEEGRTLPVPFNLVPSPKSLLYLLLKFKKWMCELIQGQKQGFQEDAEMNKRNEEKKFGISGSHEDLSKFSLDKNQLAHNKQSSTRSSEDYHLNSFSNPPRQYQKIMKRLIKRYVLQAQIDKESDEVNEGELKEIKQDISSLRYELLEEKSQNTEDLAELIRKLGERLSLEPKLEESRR
TRPC6 act: mouse TRPC6 channel activators, primary screen, cell-based, HEK293, membrane potential dye; hit rate 0.13% among 310,000; B-score at 10 µM; Short transient receptor potential channel 6 (Mus musculus), Q61143; HEK293-TRPC6 membrane potential dye fluorescence; stronger effect = higher value;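 active = B-score of the integrated fluorescence ratio above library mean plus 3 SD, and starting fluorescence ratio within library mean plus 5 SD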;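 note: higher score means more depolarization so channel activation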
HIF act: HIF pathway transcriptional activators, primary screen, cell-based, U2OS HRE-luciferase, luminescence. U2OS HRE-luciferase reporter; normalized: DMSO 0%, desferrioxamine 100%. activation, % at 7.5 µM (by protocol). hit rate 0.32% among 300,000. AID 1910, 2009;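 active = mean activation of at least 10% of the iron chelator positive control signal, with at least half of replicates also reaching 10%; inconclusive = mean and replicate majority disagree about reaching 10%; inactive = mean and most replicates under 10%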
aSyn 5UTR inh: MLPCN primary screen, SNCA 5' untranslated region | alpha-synuclein 5'UTR reporter, inhibitor activity | inhibition, % (tested at 7.5 µM) | hit rate 0.82% among 300,000; in the data active = inhibition above about 60%; inconclusive = no clear call, values can overlap the other calls;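 note: H4 neuroglioblastoma cells stably carrying SNCA 5'UTR luciferase fusion; 0% = DMSO wells and 100% = positive control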
MrgX1 antagonist: antagonists of human MrgX1 receptor, primary screen, HEK293 cells, Fluo-4 calcium flux; Mas-related G-protein coupled receptor member X1 (Homo sapiens), Q96LB2; BAM8-22 antagonism; stronger effect = lower value; hit rate 1.3% among 310,000; AID 588676, 2011; B-score at 10 µM;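 active = calcium-response B-score plate-corrected more than 3 library SD below zero, starting fluorescence within 5 deviations, no agonist response on first addition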;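 note: peak minus trough fluorescence over baseline after final BAM8-22 challenge near maximal dose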
IEC-6 tox: cytotoxicity in IEC-6 intestinal epithelial cells, primary screen, cytotoxicity control for KLF5 inhibitor project, cell-based, luminescence | AID 1825, 2009 | inhibition, % at 5 µM | hit rate 0.78% among 290,000 | IEC-6 cytotoxicity, luminescence viability; in the data active = inhibition above about 22%;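 note: 0% = plate median of test compound wells and 100% = cytotoxic reference compound wells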
Starred values were filed as active, the others as inactive; i = inactive; ? = inconclusive; nt = no result given. Compounds as they come (roughly 5.8% active in at least one column).

SMILES	TRPC4 inh	TRPC4 agonist	SKKanGAS inh	KLF5 inhibitor	TRPC4 PAM	TRPC6 inhibitor	TRPC6 act	HIF act	aSyn 5UTR inh	MrgX1 antagonist	IEC-6 tox
COc1cc(OC)c2c(O)c3c(c(-c4c5c(c(O)c6c(OC)cc(OC)cc46)CO[C@@H](C)[C@H]5O)c2c1)[C@H](O)[C@H](C)OC3	i	i	13	-28	i	i	i	-0.1	-20	i	-6
COc1cc(S(=O)(=O)Nc2cccc3cn[nH]c23)c(OC)cc1Cl	i	i	0	-14	i	i	i	-0.1	-5	i	4
CN1CCN(S(=O)(=O)c2ccc(-c3ccc(Cl)cc3)cc2)CC1	i	i	1	-17	i	i	i	0.7	-19	i	-1
CS(=O)(=O)N1CCC(C(=O)Nc2cccc(F)c2)CC1	i	i	8	-16	i	i	i	-0.1	7	i	-1
CC(=O)Oc1ccc2c(c1)cc(C)n2C	i	i	-2	6	i	i	i	0.5	3	i	-4
O=S(=O)(Nc1nc2ccccc2nc1Nc1ccc2c(c1)OCCO2)c1cccs1	i	i	22	-11	i	i	i	-0.1	4	i	9
COc1ccc(C(NC(=O)CC(C)C)NC(=O)CC(C)C)cc1OC	i	i	5	0	i	i	i	-0.6	-17	i	9
CN=c1scc(-c2ccc(Cl)cc2)n1C	i	i	4	-36	i	i	i	-0.7	5	i	-5
Cc1ccc(C2c3c(C)nn(-c4ccc([N+](=O)[O-])cc4)c3N=C3C(=O)Nc4ccccc4N32)cc1 (stereo not drawn)	i	i	12	-3	i	-5.3*	i	-1.8	9	i	-8
Cc1cc(NC(=O)COC(=O)CCS(=O)(=O)c2cc(Cl)ccc2Cl)no1	i	i	1	-52	i	i	i	-0.3	6	i	-3
COCCn1c(=O)[nH]c2cc(C(=O)Nc3nnc(C)s3)ccc21	i	i	0	-20	i	i	i	0.8	-24	i	-4
CCN(CC)C(=O)COc1ccc(C=O)cc1OC	i	i	-2	-8	i	i	i	-1.3	12	i	-1
CN(C)c1ccc(/C=C(\NC(=O)c2ccccc2)C(=O)NCCCN2CCOCC2)cc1	i	i	0	-27	i	i	i	-0.5	-2	i	-6
COc1ccc(C(=O)Nc2cccc(-c3cnc4ccccc4n3)c2)cc1	i	i	-1	-22	i	i	i	-21	-60	i	1
Cc1ccc(O)c(C2=Nc3ccccc3C2(C)C)c1	i	i	19	-26	i	i	i	3.1	-157	i	-4
O=C(NCc1ccco1)c1cc(-c2ccc(Cl)cc2)on1	i	i	-6	-59	i	i	i	3.1	-130	i	4
CC(C)(C)CN1CCN(Cc2nc(-c3ccc(F)cc3)cs2)CC1CCO (stereo not drawn)	i	i	1	-22	i	i	i	1.1	-8	i	-6
O=C(Cc1ccc(F)cc1)NCCc1ccc(F)cc1	i	i	-6	-38	i	i	i	0.4	-27	i	-1
COc1ccc(S(=O)(=O)N2CCOC23CCN(S(=O)(=O)c2cc(C)ccc2C)CC3)cc1	i	i	-12	nt	i	i	i	-0.4	0	i	nt
CC(C)C(=O)N1CCN(c2ccccc2NC(=O)COc2ccc(C3CCCCC3)cc2)CC1	i	i	?	-37	i	i	i	0.3	-19	i	-11
O=C(NCC1CCCC(CNC(=O)Nc2ccc(Cl)cn2)C1)Nc1ccc(Cl)cn1 (stereo not drawn)	i	i	37	12	i	i	i	-0.1	24	i	-2
CC(C)CNC(=O)C1CCN(CC2CCCCC2)CC1	i	i	4	-1	i	i	i	-4.7	5	i	1
COc1cc(CN2CCNC(=O)C2CC(=O)N2CCc3ccccc3C2)cc(OC)c1 (stereo not drawn)	i	i	5	-18	i	i	i	0.0	-9	i	2
COc1ccc(-c2nn(-c3ccccc3)cc2CN(C)CCn2ccnc2C)c(F)c1	i	i	6	-3	i	i	i	0.0	-5	i	-2
COc1ccc(OC)c(S(=O)(=O)N2CCN(C(=O)CCc3ccccc3)CC2)c1	i	i	-1	-47	i	i	i	-0.3	10	i	6
CC(C)c1[nH]nc2c1C(Cc1ccccc1)C(C#N)=C(N)O2 (stereo not drawn)	i	i	-2	-40	i	-6.4*	i	-0.1	-13	i	-1
COCCCNC(=O)CN1C(=O)COc2ccc(S(=O)(=O)N3CCCCCC3)cc21	i	i	-4	-3	i	i	i	-0.3	-7	i	1
O=c1oc2cc(O)ccc2cc1-c1ccccc1	i	i	-2	-82	i	i	i	nt	-147	i	2
O=C(Nc1ccc(S(=O)(=O)N2CCCCC2)cc1)C1CC(=O)N(Cc2ccccc2)C1 (stereo not drawn)	i	i	6	nt	i	i	i	-0.6	-14	i	nt
COc1nn(-c2nc(-c3ccccc3)cc(C(F)(F)F)n2)cc1[N+](=O)[O-]	i	i	-5	-27	i	i	i	-0.2	-13	i	-2
CC(=O)Nc1ccc(CN2CCCC(C(=O)c3cccc(C(F)(F)F)c3)C2)cc1 (stereo not drawn)	i	88*	-1	-30	i	i	i	0.1	-23	i	-4
NNC(=O)Cn1cnc2ccccc21	i	i	2	-18	i	i	i	-0.2	19	i	-3
O=C(CCn1c(=O)oc2ccccc21)Nc1cccc(Cl)c1	i	i	-8	-20	i	i	i	0.0	22	i	7
O=C(Cn1nnc(-c2cccs2)n1)Nc1ccccc1C(F)(F)F	i	i	-8	-48	i	i	i	-0.6	1	i	2
O=C(Nc1ccc(Cl)cc1)OCc1cncs1	i	i	-4	-63	i	i	i	2.8	-119	i	8
Cc1ccc(Cn2c(=N)n(CC(O)c3ccco3)c3ccccc32)cc1 (stereo not drawn)	-8*	i	4	7	i	-5.6*	i	0.1	-1	i	9
O=c1c2c([nH]c3ccccc13)C(=C1CCCC1)CC2	i	i	6	-30	i	i	i	-15	-16	i	-6
CC1CCCCC12NC(=O)N(CC(=O)NC(=O)NCc1ccco1)C2=O (stereo not drawn)	i	i	-2	-35	i	i	i	-0.1	13	i	5
CCc1c(C)nc2[nH]nc(-c3ccccc3C)n2c1=O	i	i	-1	-15	i	i	i	0.1	-23	i	0
COc1cc(C(=S)N2CCCC2)ccc1OC(=O)c1ccc(Cl)cc1[N+](=O)[O-]	i	i	10	0	i	i	i	0.1	-7	i	0
CC(C)(C)C1CCC(C(=O)Nc2cccnc2)CC1 (stereo not drawn)	i	i	3	-8	i	i	i	-0.2	13	i	6
COc1ccc(C2=NN(CN3C(=O)C(=O)c4ccccc43)C(c3cccc([N+](=O)[O-])c3)C2)cc1 (stereo not drawn)	i	i	7	-4	i	i	i	0.9	-70	i	4
CC(=O)N(c1cccc(C)c1)C1SC(=O)N(c2ccccc2)C1=O (stereo not drawn)	i	i	-4	-15	i	i	i	0.1	25	i	-8
CNCC(O)Cn1c(C(F)(F)F)nc2ccccc21 (stereo not drawn)	i	i	-3	-4	i	i	i	0.1	3	i	5
Cc1nnc(SC(C)C(=O)Nc2nccs2)s1 (stereo not drawn)	i	i	nt	1	i	i	i	0.1	5	i	8
CCOc1ccc(OCCn2ccnc2)cc1	i	i	3	-9	i	i	i	0.0	-26	i	3
COc1ccc(CCNC(=O)c2nnn(CC(=O)Nc3ccc(C)cc3C)c2N)cc1OC	i	i	-14	-20	i	i	i	0.7	15	i	0
CN(CC(=O)Nc1ccc(S(N)(=O)=O)cc1)Cc1ccccc1F	i	i	-6	-27	i	i	i	-0.2	-1	i	3
CCOc1ccc(C(=O)Nc2ccc(C(F)(F)F)n(C)c2=O)cc1	i	i	-17	8	i	i	i	0.2	-54	i	4
COCc1nnc(NC(=O)c2ccc(S(=O)(=O)N3CCCc4ccccc43)cc2)o1	i	i	21	-3	i	i	i	0.0	-18	i	0

(list continues)
SMILES	TRPC4 inh	TRPC4 agonist	SKKanGAS inh	KLF5 inhibitor	TRPC4 PAM	TRPC6 inhibitor	TRPC6 act	HIF act	aSyn 5UTR inh	MrgX1 antagonist	IEC-6 tox
CC(C)CCn1c(SCC(=O)OCn2nnc3ccccc3c2=O)nc2ccccc2c1=O	i	i	6	-4	i	i	i	-0.4	2	i	4
Cc1c(C(=O)N(Cc2ccc(N(C)C)cc2)CC2CCCO2)oc2ccccc12 (stereo not drawn)	i	i	-1	-9	i	i	i	0.9	2	i	-1
COc1ccc(OC)c(NC(=O)Nc2ccc3c(c2)CCC3)c1	i	i	7	-35	i	i	i	0.3	-16	i	0
Cc1cccc2c1Sc1ccccc1CC2=O	i	i	2	-15	i	i	i	-0.4	19	i	0
Cc1ccc(S(=O)(=O)N(Cc2n[nH]c(=S)n2-c2ccccc2)c2cccc(Cl)c2)cc1	i	i	13	4	i	i	i	0.0	-24	i	6
O=C(Cn1nnc2ccccc2c1=O)N[C@H](C(=O)O)c1ccccc1	i	i	-3	-24	i	i	i	-0.4	10	i	1
Cc1cc(C)nc(SCc2nnc(SCC(=O)N3CCCc4ccccc43)n2C)n1	i	i	-7	-8	i	i	i	-0.1	24	i	-1
CN(C(=O)COC(=O)C1c2ccccc2Oc2ccccc21)C1CCS(=O)(=O)C1 (stereo not drawn)	i	i	2	10	i	i	i	0.6	13	i	-6
COc1cc(OC)nc(Oc2ccccc2C(=O)Oc2cccc(C)c2)n1	i	i	-1	-34	i	i	i	0.0	29	i	-2
Cc1cc(C(=O)COC(=O)CNC(=O)c2ccc(F)cc2)c(C)n1Cc1ccco1	i	i	-3	13	i	i	i	1.6	-113	i	-3
Cc1ccc(C)c(S(=O)(=O)Nc2nc(C)c(C(=O)Nc3ccccc3)s2)c1	i	i	44	-3	i	i	i	0.5	-18	i	0
Cn1c(=O)c2ncn(CC(=O)N/N=C/C=C/c3ccccc3)c2n(C)c1=O	i	i	-12	-3	i	i	i	0.3	-15	i	-3
CN1CCCC(OC(=O)c2ccc(C#N)cc2)C1 (stereo not drawn)	i	i	-1	-39	i	i	i	-1.4	-1	i	-10
CCOC(=O)N1CCC(NC(=O)c2cc(-c3ccc(OC)cc3)nc3ccccc23)CC1	i	i	9	-18	i	i	i	0.2	-33	i	-1

Bioassay records deposited in PubChem by several laboratories.
